Compound activity as filed in PubChem BioAssay.
CHRM4 PAM: human M4 muscarinic receptor positive allosteric modulators, primary screen, CHO-K1 cells, Fluo-8 calcium fluorescence. Muscarinic acetylcholine receptor M4 (Homo sapiens), P08173. CHO-K1 hM4/Gqi5, ACh EC20; 0% = ACh EC20, 100% = maximal ACh. activation, % at 3 µM. actives 0.4% (n = 360,000);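 active = activation above its plate's cutoff, the mean activation of sample wells plus 3 SD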; note: some results filed as inactive read as strong as hits
IDE cell inh: human IDE inhibitors in live cells, primary screen, fluorescence polarization, HEK cells, FAbetaB substrate | actives 0.41% (n = 320,000) | inhibition, % at 5.59 µM | FAbetaB cleavage | Insulin-degrading enzyme (Homo sapiens), P14735;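 active = percent inhibition above the average of all tested compounds plus 3 SD, set per screening campaign, cut at about 16% in these data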;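 note: IDE supplied by intact live HEK cells; FP after avidin binding of uncleaved biotin substrate so inhibition keeps polarization high; 0% = DMSO wells and 100% = 60 µM reference IDE inhibitor Ii1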
Target sequence (P14735 whole entry, looked up): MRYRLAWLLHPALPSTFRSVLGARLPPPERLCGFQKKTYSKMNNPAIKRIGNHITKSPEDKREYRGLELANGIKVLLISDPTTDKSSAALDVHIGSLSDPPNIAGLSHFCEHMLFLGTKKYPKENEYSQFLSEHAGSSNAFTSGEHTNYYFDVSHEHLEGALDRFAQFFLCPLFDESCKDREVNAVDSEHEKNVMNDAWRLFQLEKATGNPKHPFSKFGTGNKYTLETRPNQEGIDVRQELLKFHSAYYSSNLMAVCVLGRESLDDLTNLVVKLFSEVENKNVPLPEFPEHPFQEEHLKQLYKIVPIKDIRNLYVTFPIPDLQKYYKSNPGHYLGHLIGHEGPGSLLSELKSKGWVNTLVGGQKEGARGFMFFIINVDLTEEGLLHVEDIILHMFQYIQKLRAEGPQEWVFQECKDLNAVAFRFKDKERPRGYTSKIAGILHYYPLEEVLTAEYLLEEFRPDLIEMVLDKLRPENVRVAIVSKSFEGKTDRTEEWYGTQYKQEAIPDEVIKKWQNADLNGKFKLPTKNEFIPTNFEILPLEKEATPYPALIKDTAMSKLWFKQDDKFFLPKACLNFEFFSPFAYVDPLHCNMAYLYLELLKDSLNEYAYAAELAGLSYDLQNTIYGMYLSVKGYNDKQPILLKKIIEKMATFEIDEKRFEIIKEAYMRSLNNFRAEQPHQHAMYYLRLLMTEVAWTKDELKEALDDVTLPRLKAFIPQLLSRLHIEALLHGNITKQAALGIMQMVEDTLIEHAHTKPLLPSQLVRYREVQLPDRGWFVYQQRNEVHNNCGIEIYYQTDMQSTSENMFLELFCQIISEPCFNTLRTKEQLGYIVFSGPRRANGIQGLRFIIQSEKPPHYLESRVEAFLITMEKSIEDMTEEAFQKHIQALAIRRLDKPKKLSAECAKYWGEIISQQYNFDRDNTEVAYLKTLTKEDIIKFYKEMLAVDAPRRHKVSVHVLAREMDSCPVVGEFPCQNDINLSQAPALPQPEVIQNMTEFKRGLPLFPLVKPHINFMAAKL
CRFBP-R2 block: antagonists of CRF-BP/CRF-R2 complex, primary screen, cell-based, HEK293, calcium dye fluorescence, uHTS | CRF-induced calcium fluorescence | inhibition, % at 11.8 µM | actives 0.59% (n = 350,000) | AID 588475, 2011;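 active = inhibition of the ligand-induced calcium signal above about 50% at the single tested concentration, limit read from the data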
CHRM5 antagonist: human M5 muscarinic receptor antagonists, primary screen, CHO cells, Fluo-8 calcium fluorescence; Muscarinic acetylcholine receptor M5 (Homo sapiens), P08912; CHO-hM5 cells, ACh EC80; inhibition, % at 3 µM; actives 0.59% (n = 360,000); AID 624040, 2012;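 active = inhibition above a per-plate cutoff, the mean of that plate's test compounds plus 3 SD, cut at about 27% in these data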;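 note: 0% = acetylcholine EC80 with DMSO and 100% = DMSO without agonist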
M4 ag: human M4 muscarinic receptor agonists, primary screen, CHO-K1 cells, Fluo-8 calcium fluorescence; Muscarinic acetylcholine receptor M4 (Homo sapiens), P08173; CHO-K1 hM4/Gqi5; vehicle 0%, full acetylcholine response 100%; activation, % at 3 µM; actives 0.14% (n = 360,000);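 active = activation above the run mean over all test wells plus 3 SD, cut at about 32% in these data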;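 note: peak over basal fluorescence ratio per well then scaled between controls; 0% = DMSO wells and 100% = acetylcholine at EC100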
CHRM5 agonist: human M5 muscarinic receptor agonists, primary screen, CHO-K1 cells, Fluo-8 calcium fluorescence; actives 0.19% (n = 360,000); activation, % at 3 µM; CHO-K1 hM5 cells; 0% DMSO wells, 100% maximal acetylcholine response; AID 624037, 2012;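 active = activation above the run's mean over test compounds plus 3 SD, cut at about 23% in these data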;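 note: signal is peak over basal fluorescence ratio across the kinetic read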
CHRM5 PAM: human M5 muscarinic receptor positive allosteric modulators, primary screen, CHO-K1 cells, Fluo-8 calcium fluorescence | activation, % at 3 µM | CHO-K1 hM5, ACh EC20 PAM; 0% = ACh EC20, 100% = ACh EC100 | actives 0.3% (n = 360,000) | AID 624038, 2012 | Muscarinic acetylcholine receptor M5 (Homo sapiens), P08912;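 active = activation above the run cutoff, the mean activation of all test compounds plus 3 SD, cut at about 18% in these data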
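Test system: CHO-K1 hM5 cells / Doses: single-point, 3 µM nominal / Times: Post-acetylcholine fluorescence recording 140 s / Technique: Fluo-8 calcium fluorescence / Measure: Max/basal fluorescence ratio as % of EC20–EC100 ACh window / Benchmarks: low control EC20 acetylcholine (0%), high control EC100 acetylcholine (100%) / Replicates: one well per compound, no replicates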
CRFR2-BP ag: agonists of CRF-BP/CRF-R2 complex, primary screen, cell-based, HEK293, calcium dye fluorescence, uHTS | CRF-binding protein / CRF receptor 2 complex (human) | calcium dye fluorescence (FLIPR); percent of saturating CRF peptide response | activation, % at 13.2 µM | actives 0.46% (n = 350,000) | AID 588473, 2011;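 active = activation of at least 50%, plus an integration ratio under a set limit after plate pattern correction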;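 note: plate controls were neutral control wells without compound for no effect and CRF at EC100 for full effect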
M4 antag: human M4 muscarinic receptor antagonists, primary screen, CHO cells, Fluo-8 calcium fluorescence | actives 0.73% (n = 360,000) | inhibition, % at 3 µM | CHO-hM4 cells, ACh EC80 | AID 624125, 2012 | Muscarinic acetylcholine receptor M4 (Homo sapiens), P08173;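 active = inhibition above its plate's cutoff, the mean inhibition of sample wells plus 3 SD, cut at about 27% in these data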;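 note: 0% = acetylcholine EC80 with DMSO and 100% = DMSO without agonist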
An asterisk follows results filed as active; · = no result given.

no.	CHRM4 PAM	IDE cell inh	molecule	CRFBP-R2 block	CHRM5 antagonist	M4 ag	CHRM5 agonist	CHRM5 PAM	CRFR2-BP ag	M4 antag
1	0	1	CCOc1cc(C(=O)OCC(=O)NCc2ccco2)cc(OCC)c1OCC	10	-2	1	-1	7	0.5	-1
2	1	-6	C[C@@]12CCC=C[C@H]1[C@H](c1ccc(C(F)(F)F)cc1)N(Cc1ccccc1)C2=O	-23	5	-1	2	0	2.5	-2
3	-7	·	O=C(c1[nH]c(C(F)(F)F)nc1-c1ccccc1)N1CCN(c2c(Cl)cncc2Cl)CC1	·	14	46*	36*	-6	·	3
4	-3	-3	CCc1nn(CCCC(=O)N2CCC(C)CC2)c(=O)c2cc3occc3n12	-15	2	2	-3	-2	-2.3	2
5	3	-1	CCOc1ccc(CCNC(=O)c2ccc(F)c(S(=O)(=O)N3CCOCC3)c2)cc1OCC	-2	-7	2	0	6	0.0	2
6	-7	-2	COc1ccc(Cl)cc1NC(=O)Nc1ccc(C(=O)N2CCOCC2)cc1	-9	23	7	-2	-7	-0.7	-4
7	-9	-4	CCNC(=O)CSc1nc2cc(S(=O)(=O)Nc3ccc(OC)cc3)ccc2o1	0	20	8	3	-10	0.7	13
8	-2	9	COC(=O)C1=C(C)N=C2SC(C)C(=O)N2C1c1cccc(F)c1 (configuration not stated)	10	4	0	-9	-4	2.2	-10
9	-2	·	CC1(c2ccccc2)CCC(=O)NC1 (configuration not stated)	-9	3	0	1	1	3.0	-11
10	-7	8	CCC(CC)n1[nH]c(=O)c2c(C)cc(C)nc21	20	-2	0	-2	-5	-1.4	-1
11	0	·	Cc1ccc(C(=O)OCC(=O)c2c[nH]c3ccccc23)cc1S(=O)(=O)N1CCOCC1	-18	1	16	2	-18	3.7	-29
12	5	·	Cc1noc(C)c1NC(=O)N(C)C[C@@H]1OCc2ccccc2-c2c(n(C)c3ccccc23)C(=O)N([C@H](C)CO)C[C@H]1C	23	-7	1	0	3	0.1	-13
13	-8	-3	Clc1ccc(C2=Nn3c(Cn4nnc5ccccc54)nnc3SC2)cc1	-4	5	1	-3	6	0.3	1

CHRM5 agonist: what is marked active above
no.	CHRM4 PAM	IDE cell inh	molecule	CRFBP-R2 block	CHRM5 antagonist	M4 ag	CHRM5 agonist	CHRM5 PAM	CRFR2-BP ag	M4 antag
3	-7	·	O=C(c1[nH]c(C(F)(F)F)nc1-c1ccccc1)N1CCN(c2c(Cl)cncc2Cl)CC1	·	14	46*	36*	-6	·	3

Some of the entries so far, with two lines to a compound:
Screens in order – CHRM4 PAM | IDE cell inh | CRFBP-R2 block | CHRM5 antagonist | M4 ag | CHRM5 agonist | CHRM5 PAM | CRFR2-BP ag | M4 antag
4. CCc1nn(CCCC(=O)N2CCC(C)CC2)c(=O)c2cc3occc3n12
 : -3 | -3 | -15 | 2 | 2 | -3 | -2 | -2.3 | 2
8. COC(=O)C1=C(C)N=C2SC(C)C(=O)N2C1c1cccc(F)c1 (configuration not stated)
 : -2 | 9 | 10 | 4 | 0 | -9 | -4 | 2.2 | -10
6. COc1ccc(Cl)cc1NC(=O)Nc1ccc(C(=O)N2CCOCC2)cc1
 : -7 | -2 | -9 | 23 | 7 | -2 | -7 | -0.7 | -4
